TWEAK-Fn14 inh: blocks TWEAK-Fn14 interaction in a reporter cell assay. TWEAK-stimulated Fn14 reporter cells, luciferase luminescence, 8 h. inhibition, % at 10 µM. actives 2% (n = 360,000). AID 1159606; in the data active = inhibition above about 50%
CF NFkB block: blocks PAF-induced NF-kB reporter in cystic fibrosis cells | KKLEB NF-kB-GFP reporter, GFP fluorescence overnight | inhibition, % at 5 µM | actives 0.86% (n = 360,000) | AID 588850;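 active = at least 50% inhibition at 5 µM, scaled per plate between neutral and stimulator controls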;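 also: PAF is a Pseudomonas aeruginosa culture filtrate used as stimulus; plate controls were PAF-stimulated DMSO wells for no effect and unstimulated DMSO wells for full effect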
NCOA2 inhibitor: human SRC2 (NCOA2) inhibition; HEK293 GAL4-SRC2 luciferase reporter, luminescence; inhibition, % at 9 µM; actives 0.17% (n = 370,000); AID 651957;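 active = inhibition above the mean inhibition of all tested compounds plus 3 SD, set per campaign, cut at about 52% in these data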;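 also: 0% = DMSO treated cells and 100% = cells given Gossypol at 36 µM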
Target sequence (Q15596 whole entry, looked up, the tested form may be a part): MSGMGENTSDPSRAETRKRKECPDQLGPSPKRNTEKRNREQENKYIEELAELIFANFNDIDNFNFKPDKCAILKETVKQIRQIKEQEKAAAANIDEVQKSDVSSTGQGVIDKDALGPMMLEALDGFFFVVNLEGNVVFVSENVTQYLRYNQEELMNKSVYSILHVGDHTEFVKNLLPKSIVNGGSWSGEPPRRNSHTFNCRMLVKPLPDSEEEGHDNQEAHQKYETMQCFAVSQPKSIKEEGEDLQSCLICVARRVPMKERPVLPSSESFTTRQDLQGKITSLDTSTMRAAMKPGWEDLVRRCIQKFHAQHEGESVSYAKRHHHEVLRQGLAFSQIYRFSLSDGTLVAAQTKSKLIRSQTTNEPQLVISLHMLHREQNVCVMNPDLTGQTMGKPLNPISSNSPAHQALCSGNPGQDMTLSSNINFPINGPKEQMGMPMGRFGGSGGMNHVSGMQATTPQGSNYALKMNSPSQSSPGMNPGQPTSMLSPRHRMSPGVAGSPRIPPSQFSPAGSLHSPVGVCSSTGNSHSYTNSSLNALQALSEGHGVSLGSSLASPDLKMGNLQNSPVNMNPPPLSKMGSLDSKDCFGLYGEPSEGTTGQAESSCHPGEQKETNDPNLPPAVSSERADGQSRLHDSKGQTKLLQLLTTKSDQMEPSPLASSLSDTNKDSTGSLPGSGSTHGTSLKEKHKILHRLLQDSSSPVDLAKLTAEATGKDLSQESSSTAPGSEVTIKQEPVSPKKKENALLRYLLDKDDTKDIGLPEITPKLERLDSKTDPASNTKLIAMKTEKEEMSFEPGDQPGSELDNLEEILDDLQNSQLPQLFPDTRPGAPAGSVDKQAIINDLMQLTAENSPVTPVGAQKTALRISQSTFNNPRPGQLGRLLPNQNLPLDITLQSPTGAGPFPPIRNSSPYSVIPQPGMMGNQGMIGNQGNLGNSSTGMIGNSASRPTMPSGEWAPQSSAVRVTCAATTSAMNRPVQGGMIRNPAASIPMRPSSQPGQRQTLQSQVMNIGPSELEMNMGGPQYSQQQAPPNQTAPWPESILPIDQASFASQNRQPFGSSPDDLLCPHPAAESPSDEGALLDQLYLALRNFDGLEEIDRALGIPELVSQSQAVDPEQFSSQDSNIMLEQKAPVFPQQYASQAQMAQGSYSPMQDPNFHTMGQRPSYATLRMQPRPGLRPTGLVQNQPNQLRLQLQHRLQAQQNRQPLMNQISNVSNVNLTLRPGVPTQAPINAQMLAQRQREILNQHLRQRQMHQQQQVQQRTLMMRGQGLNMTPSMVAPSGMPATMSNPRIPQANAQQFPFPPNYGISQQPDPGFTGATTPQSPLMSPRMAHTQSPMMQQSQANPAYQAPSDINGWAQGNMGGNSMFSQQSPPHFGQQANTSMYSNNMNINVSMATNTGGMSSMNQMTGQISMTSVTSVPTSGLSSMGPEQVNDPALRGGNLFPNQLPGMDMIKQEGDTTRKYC
NR2F2 inh: NR2F2 (human) inhibition, primary screen; inhibition, % at 8.6 µM; HEK293T NGFI-A luciferase reporter, luminescence; P24468; actives 0.7% (n = 370,000); AID 686940;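 active = inhibition above a per-plate cutoff, mean inhibition of test wells between control levels plus 3 SD, cut at about 38% in these data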;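 also: cells cotransfected with COUP-TFII expression vector driving the NGFI-A reporter; 0% = median of COUP-TF2 test wells and 100% = reporter-only cells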
LMP1 NFkB inh: Epstein-Barr LMP1 NF-kappaB reporter inhibition; LMP1-induced NF-kappaB luciferase reporter cells, luminescence; inhibition, % at 12.5 µM; actives 0.69% (n = 350,000); AID 504558; in the data active = inhibition above about 41%;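 also: 0% = neutral control wells and 100% = reference inhibitor control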
NCOA3 inh: human NCOA3 inhibition. AID 588352. HEK293 GAL4-SRC3 luciferase reporter, luminescence. Q9Y6Q9. actives 0.17% (n = 360,000). inhibition, % at 3.6 µM;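 active = inhibition above a per-campaign cutoff, the mean of all compounds plus 3 SD, cut at about 60% in these data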;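 also: 0% = DMSO-treated cells and 100% = gossypol-treated cells at 36 µM; higher means less SRC3-driven luciferase light from the GAL4 reporter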
NR5A2 inv ag: inverse agonists of human LRH-1 (NR5A2); HEK293T StAR-luciferase reporter, LRH-1 transfected, 24 h; inhibition, % at 3.6 µM; AID 602396; O00482; actives 0.13% (n = 360,000);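 active = inhibition above the mean inhibition of all tested compounds plus 3 SD, cut at about 73% in these data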;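 also: 0% = DMSO wells and 100% = reporter-only cells lacking LRH-1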
TRAIL sens C8: sensitizes caspase-8 expressing cells to TRAIL; NB7+C8 cells + TRAIL, ATPlite viability luminescence; inhibition (viability loss, TRAIL sensitization), % at 10 µM; actives 1% (n = 360,000); AID 624354;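 active = compounds causing at least 50% loss of cell viability in the single-dose screen, relative to plate controls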
KKLEB tox: CF airway cell cytotoxicity counter-screen; actives 0.36% (n = 360,000); KKLEB CF airway cells viability, ATPlite luminescence, overnight; hits give low values; cells stimulated with P. aeruginosa culture filtrate; activity change (cytotoxicity), % at 5 µM; AID 602141;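 active = corrected activity change at or below -50% at 5 µM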
TROY signal inh: blocks TROY-dependent signaling in reporter cells; Q293 LMP1-TROYcd NF-kB luciferase reporter, 4 h; inhibition, % at 10 µM; actives 0.98% (n = 360,000);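 active = compounds whose plate-normalised and pattern-corrected inhibition of the luciferase reporter signal at the single screening dose is 50% or more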
SRC1 inh: inhibits human SRC1 coactivator. HEK293 GAL4-SRC1 luciferase reporter, luminescence. Q15788. inhibition, % at 3.6 µM. actives 0.12% (n = 360,000);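 active = inhibition above the campaign mean plus 3 SD, with each screening campaign given its own cutoff, cut at about 60% in these data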;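 also: 0% = DMSO treated cells and 100% = gossypol at 36 µM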
Active calls of the source: *; / = no result given.

SMILES	TWEAK-Fn14 inh	CF NFkB block	NCOA2 inhibitor	NR2F2 inh	LMP1 NFkB inh	NCOA3 inh	NR5A2 inv ag	TRAIL sens C8	KKLEB tox	TROY signal inh	SRC1 inh
CCOC(=O)C1(Cc2ccccc2C)CCCN(S(=O)(=O)c2cccnc2)C1 (stereo not drawn)	9	15	18	-3	-7	7	-5	-5	14	5	-1
COc1ccc(NC(=O)CSc2ncnc3c2sc2ccccc23)c(OC)c1	-82	53*	-5	7	6	0	4	-11	-55*	19	-6
CCCC1NC(=O)c2cc3ccccc3cc2-n2c1nc1ccc(C)cc1c2=O (stereo not drawn)	1	-17	12	11	-13	-17	-22	-18	-2	6	10
COC(=O)C1(C)CN(S(=O)(=O)c2ccc(C)cc2)c2cc(OC)ccc2C1=O (stereo not drawn)	22	16	14	-2	5	3	18	3	-9	5	-61
Cc1cc(C(C)(C)C)c(O)c(C(C)(C)C)c1	-1	26	-17	-10	-7	2	3	6	-1	-15	-1
O=C(NCc1ccccc1)C(c1cccnc1)N(C(=O)c1csnn1)c1ccc(F)cc1 (stereo not drawn)	18	14	13	-5	-1	-7	-19	-6	8	7	3
Cc1ccc(C)c(OCc2n[nH]c(=S)o2)c1	7	-19	8	-9	-2	-2	-3	-17	-2	-5	-6
COC(=O)c1cccc(Oc2cccc(C(F)(F)F)c2)n1	-21	14	11	6	-1	16	3	5	-4	7	7
NC(=O)CSc1nnc(-c2ccoc2)o1	2	7	-39	-18	-4	3	-1	-6	1	11	-8
COc1ccc(Cc2nnc(NC(=O)Nc3ccccc3F)s2)cc1OC	15	19	-8	-5	-15	11	8	7	-13	9	10
C=CCN1CCOc2ccc(C)cc2S1(=O)=O	-13	9	-11	-30	5	-8	-11	-10	-6	17	3
CC(C)=CC(=O)N1CCCC(N2CCN(c3ccccc3C)CC2)C1 (stereo not drawn)	2	8	-1	-21	-5	-9	5	2	-11	14	9
O=S(=O)(NCC1CCCO1)c1ccc(Cl)c(C(F)(F)F)c1 (stereo not drawn)	5	5	-4	0	5	11	-14	-12	6	6	4
COc1ccc(N(C)S(=O)(=O)c2cccc(C(=O)NCC3CCCCC3)c2)cc1	2	13	9	-17	2	-3	9	2	4	-2	-9
CC1(c2ccccc2)NC(=O)N(CC(=O)NNC(=O)c2ccccc2)C1=O (stereo not drawn)	-2	14	13	-12	-13	-9	4	-5	6	-13	4
Nc1nnc(SCC(=O)OCc2ccccc2)s1	25	-17	10	3	-2	25	-7	2	-1	10	12
O=C(Nc1ccc2c(c1)OCO2)N1CCN(c2ccc(F)cc2)CC1	-24	9	-21	-22	-9	-23	-63	7	-1	-34	-42
OC(COCc1cccs1)CN1CCN(c2cccc(Cl)c2)CC1 (stereo not drawn)	7	-9	10	3	6	-24	20	0	-8	1	0
C=CCn1c(CNS(=O)(=O)c2ccc(Br)cc2)n[nH]c1=S	0	5	12	-16	-4	-25	18	-17	8	15	-7
COc1ccc(S(=O)(=O)N2CCN(C(=O)c3cc(-c4ccccc4OC)n[nH]3)CC2)cc1	4	7	-4	5	6	-15	-10	6	-2	-24	-7
COc1ccc(NC(=S)NC(NC(=O)c2cccc(C)c2)C(Cl)(Cl)Cl)c([N+](=O)[O-])c1 (stereo not drawn)	-9	12	20	-5	-2	18	2	3	-1	4	-163
Cn1c(=O)oc2cc(S(=O)(=O)N3CCCC(C(=O)NCc4cccs4)C3)ccc21 (stereo not drawn)	-46	-25	11	12	2	-8	8	3	-4	-3	-6
COc1ccccc1NC(=O)NNC(=O)c1ccc(-c2ccccc2)cc1	-5	5	16	1	8	-2	-13	-12	-12	-11	9
O=C(CSc1nc2ccsc2c(=O)n1CC1CCC(C(=O)O)CC1)NCCc1ccc(Cl)cc1 (stereo not drawn)	-8	-3	6	7	-1	4	-23	-26	-6	-15	3

The list goes on, starting with the last three of the part before.
SMILES	TWEAK-Fn14 inh	CF NFkB block	NCOA2 inhibitor	NR2F2 inh	LMP1 NFkB inh	NCOA3 inh	NR5A2 inv ag	TRAIL sens C8	KKLEB tox	TROY signal inh	SRC1 inh
Cn1c(=O)oc2cc(S(=O)(=O)N3CCCC(C(=O)NCc4cccs4)C3)ccc21 (stereo not drawn)	-46	-25	11	12	2	-8	8	3	-4	-3	-6
COc1ccccc1NC(=O)NNC(=O)c1ccc(-c2ccccc2)cc1	-5	5	16	1	8	-2	-13	-12	-12	-11	9
O=C(CSc1nc2ccsc2c(=O)n1CC1CCC(C(=O)O)CC1)NCCc1ccc(Cl)cc1 (stereo not drawn)	-8	-3	6	7	-1	4	-23	-26	-6	-15	3
CC1CCCN(CC(O)CN)C1 (stereo not drawn)	-1	2	-5	0	5	-10	5	-7	-5	8	-9
N#CC1=C(N)OC(c2ccccc2)=C(C#N)C1c1ccc2c(c1)OCO2 (stereo not drawn)	-2	-18	-27	10	1	5	-7	-10	1	-46	-14
C#CCOCCOCCOCCNc1nc(N2CCN(C(=O)[C@H](CCCCN)n3cc([C@@H](N)[C@H](C)CC)nn3)CC2)nc(N2CCN(C(=O)[C@H](CCCCN)n3cc([C@@H](N)CC(N)=O)nn3)CC2)n1	0	-36	-17	9	-3	9	-27	6	2	1	2
CC1=NN(c2ccccc2)C(=O)/C1=C\c1ccc(Br)s1	6	-21	21	-16	0	8	-2	-1	-4	16	-17
COc1ccc(C2C(C(=O)O)CC(=O)N2C2CCCCC2)cc1 (stereo not drawn)	2	-25	/	/	0	-5	3	-4	1	9	-13
O=C(CCc1nnc2ccc(NCc3ccccc3Cl)nn12)NC1CCCCC1	12	-8	-7	-2	-8	-4	-19	-12	3	-33	-9
C=CCN1C(=O)CSC1=Nc1ccc(C(=O)O)cc1	2	0	-4	3	-3	-10	11	-13	4	-3	4
C=C(C)[C@@H]1CC[C@]2(C(=O)O)CC[C@]3(C)[C@H](CC[C@@H]4[C@@]5(C)CC[C@H](O)C(C)(C)[C@@H]5CC[C@]43C)[C@@H]12	-39	70*	5	-3	1	-3	5	12	5	4	6
CC(C)(C)Nc1ncnc2c1cnn2-c1ccccc1	40	-1	-63	-57	-24	-78	-172	60*	-15	51*	-73
CC(CN1CCOCC1)c1ccccc1 (stereo not drawn)	-11	-6	10	-16	5	-6	3	-14	7	1	-8
CC(=O)Oc1ccccc1Cn1c(C)c(C(=O)NCCC#N)sc1=O	14	13	-10	18	/	-12	24	-4	-4	-9	-9
COC(=O)c1cccc(C23CC4(C2)[C@H](CN(Cc2cccnc2)[C@@H]4c2ccccc2)C3c2ccccc2)c1 (stereo partly drawn)	5	37	-16	-12	7	15	9	2	-19	-5	13
Cn1c(=O)c2c(O)cc(=O)[nH]c2n(-c2ccccc2)c1=O	13	8	12	-5	-2	-7	-5	9	-5	8	-13
CC(C)Oc1ccccc1C(=O)NC(CO)C(=O)O (stereo not drawn)	-31	-23	-20	6	2	10	23	-4	14	9	-5
Cc1ccccc1-n1nnnc1SCC(=O)NCC1CCCO1 (stereo not drawn)	8	4	-2	-14	5	13	17	-3	-17	1	3
C=CCOc1c(Br)cc(CNc2ccc(NC(=O)C(C)C)cc2)cc1OCC	22	23	4	13	3	5	-7	-9	-22	25	6
COc1ccccc1NS(=O)(=O)c1cccc2nsnc12	-4	16	-11	2	3	6	-8	-28	-17	22	-20
Cc1nc2ccccc2n1CCC(=O)O	-10	0	-14	18	-9	1	-7	-12	0	12	-19
Cc1cc(C)n2nc(C(=O)N/N=C/c3ccc(Cl)cc3)nc2n1	-14	14	-11	11	-5	-19	5	-2	-2	-4	7
Cc1cccc(N=C2NN=C(c3c[nH]c4ccccc34)CS2)c1	-19	3	-11	-24	8	-39	-36	-1	3	-18	-47
COc1ccc(C(=O)N2CCc3cc(OC)c(OC)cc3C2c2cccc([N+](=O)[O-])c2)cc1OC (stereo not drawn)	-15	18	-32	-2	5	-20	-4	8	-9	34	-6
CCC(C)c1ccccc1OCCCNC1CCCC1 (stereo not drawn)	0	12	-22	10	9	10	-13	-7	-4	-1	-3
Cc1cc(C(=O)Nc2ccncc2)ccc1[N+](=O)[O-]	-2	-4	-40	-15	-5	-10	3	-3	-4	-34	-37
CCOC(=O)N1CCN(C(=O)Nc2cccc(Cl)c2)CC1	-12	-12	2	3	-3	10	-3	-4	7	-29	-8
CCn1cc(C(=O)N(CCC(C)C)c2c(N)n(Cc3ccccc3)c(=O)[nH]c2=O)c(=O)c2ccc(C)nc21	10	-5	4	15	-3	-3	0	-5	-10	11	6
CCc1ccc(NC(=O)c2cc(CC(C)C)on2)cc1	-27	-17	-46	-41	-78	-89	-69	4	-12	-56	-47
N#Cc1nc(-c2ccccc2Cl)oc1N1CCN(C(=O)c2ccco2)CC1	-19	-3	-12	-4	7	-17	-1	5	25	-42	5
O=C(Cc1cccs1)Nc1ccc(-c2nc3ccccc3[nH]2)cc1	-8	2	-43	-37	-30	-64	-131	43	-17	-45	-88
CCCn1c(SCC(=O)Nc2cc(Cl)ccc2OC)nc(O)cc1=O	12	6	22	24	-4	4	-16	-8	8	10	6
COCCNC(=O)c1c(CS(=O)(=O)c2ccccc2)noc1C(=O)NCc1ccccc1	7	-1	-15	2	-6	5	9	-2	-13	-10	-9
C/C(=N/NC(=O)CN(c1ccccc1)S(=O)(=O)c1ccccc1)c1ccccc1O	12	-8	7	41*	21	5	7	35	-8	40	7
O=C(Cn1cnc2c(NCc3ccccc3)ncnc21)NCc1ccc2[nH]ccc2c1	-3	-3	5	-1	-1	3	14	3	-2	10	2
COC(=O)Nc1nnc(CCc2ccccc2)s1	-5	-41	0	4	4	-7	5	-6	20	-16	-18
COc1ccccc1C(=O)Nc1ccc2oc(-c3ccc(F)cc3)nc2c1	-21	-5	-23	2	-29	-14	2	13	6	-52	-18
COc1cccc(N=CC=C2OC(C)(C)C(C)(C)O2)c1	-14	-5	-60	-39	-11	-12	-21	1	11	3	-11
COc1cccc(C2Nc3cccc4cccc(c34)N2)c1	0	-14	-35	0	-11	4	12	-5	5	-10	-14

Records listed above that bear a hit mark in NR2F2 inh:
canonical_smiles	TWEAK-Fn14 inh	CF NFkB block	NCOA2 inhibitor	NR2F2 inh	LMP1 NFkB inh	NCOA3 inh	NR5A2 inv ag	SRC1 inh
C/C(=N/NC(=O)CN(c1ccccc1)S(=O)(=O)c1ccccc1)c1ccccc1O	12	-8	7	41*	21	5	7	7

(cont.)
SMILES	TWEAK-Fn14 inh	CF NFkB block	NCOA2 inhibitor	NR2F2 inh	LMP1 NFkB inh	NCOA3 inh	NR5A2 inv ag	TRAIL sens C8	KKLEB tox	TROY signal inh	SRC1 inh
Cc1c(NC(=O)c2ccc(F)c(S(=O)(=O)N3CCOCC3)c2)c(=O)n(-c2ccccc2)n1C	1	-4	-4	11	-4	12	3	-7	0	-12	5
CC(C)(C)CC(=O)NC(=S)N1CCCCCC1	-14	3	8	1	7	11	11	-10	1	1	-3
Cc1sc2ncnc(Sc3ccccc3C(=O)O)c2c1C	11	15	4	3	3	-20	-19	7	-4	-9	14
CCCn1c(SCC(=O)Nc2ccccc2N2CCCCC2)nc2c1c(=O)n(C)c(=O)n2C	11	6	-3	9	3	-1	20	0	-13	-23	-25
CCc1nnc(NC(=O)CSc2nc3ccccc3o2)s1	7	-6	2	12	-2	11	0	3	0	-28	5
Cc1cccc2[nH]c(SCC(=O)O)nc12	-8	-10	12	-15	-8	10	-4	-9	5	5	-25
COc1ccc(C2(C)NC(=O)N(CC(=O)Nc3cccnc3Cl)C2=O)cc1 (stereo not drawn)	-6	0	-2	-3	-2	5	11	1	5	-5	9
